Screening results from PubChem BioAssay.
FUS yeast rescue: suppressors of FUS proteinopathy in yeast; S. cerevisiae FUS-expressing, growth rescue, OD600, 24 h; Potency, µM (titrated, usually from 76.6 µM), for inactives: at the top dose growth rescue (activation), most hits filed as activators; 390,000 compounds, 0.24% hits; AID 1347120;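 also: potency is read from the fitted curve at half-maximal effect; plate controls were DMSO vehicle for no effect and reference control for full effect; nearly all actives have a fitted effect of over 55% in size; some results filed as inactive show a strong effect at the top dose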
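Absorbance at 600 nm, taken 24hr after compound addition, measured rescue of FUS-yeast growth at 30C. Induction used 2% galactose with seeding at OD 0.005. Controls: CP55940 from 92uM final, DMSO only.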
D3 antag: blocks the human D3 dopamine receptor | P35462 | D3R cells, DiscoveRx beta-arrestin luminescence, antagonist mode; hits give low values | max response, negative = inhibition, % | 360,000 compounds, 2.5% hits | AID 652054; in the data active = max response below about -50%; inconclusive = no clear call, values can overlap the other calls; also: % is scaled to controls: 0 for no effect and ±100 for the full control effect; mostly tested at two doses, the higher about 12 µM
Target sequence (P35462 whole entry, looked up): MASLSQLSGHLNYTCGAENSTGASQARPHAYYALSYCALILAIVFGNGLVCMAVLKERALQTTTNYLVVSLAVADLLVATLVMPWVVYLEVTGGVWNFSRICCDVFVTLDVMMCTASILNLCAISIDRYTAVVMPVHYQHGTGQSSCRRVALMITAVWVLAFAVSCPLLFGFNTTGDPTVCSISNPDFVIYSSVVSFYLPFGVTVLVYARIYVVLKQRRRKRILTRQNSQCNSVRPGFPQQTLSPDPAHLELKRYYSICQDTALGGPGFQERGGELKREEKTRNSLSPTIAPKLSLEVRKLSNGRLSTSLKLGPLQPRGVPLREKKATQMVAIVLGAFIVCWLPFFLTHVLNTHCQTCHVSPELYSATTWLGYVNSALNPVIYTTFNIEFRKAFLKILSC
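Cells plated overnight at 1500 cells/well, then exposed to library compounds with dopamine controls for 90 minutes at 37 degrees C. DiscoveRx reagent added for 30–60 minutes at room temperature; luminescence read, quantitative HTS format.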
Abeta rescue: A-beta toxicity reversal in yeast; yeast expressing A-beta42, growth rescue, OD600, 48 h; response scale: 0% DMSO, 100% iron-clioquinol control; Potency, µM (highest dose often 46.1 µM), without a hit: at the top dose growth rescue, hits mostly activators; 410,000 compounds, 0.063% hits; also: potency is read from the fitted curve at half-maximal effect; nearly all actives have a fitted effect of over 55% in size
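Growth rescue measured by 600 nm absorbance after 48 h yeast culture at 30 C with compound. Values normalized between DMSO and an equimolar ferric chloride plus clioquinol control.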
aSyn rescue: alpha-synuclein toxicity inhibition in yeast | AID 652106 | Potency, µM (top dose mostly 46.1 µM), inactives show at the highest dose growth rescue (activation), hits mostly activators | Yeast expressing alpha-synuclein, growth rescue, BacTiter-Glo, 24 h | 370,000 compounds, 0.14% hits; also: potency is read from the fitted curve at half-maximal effect; % of control where 0% means no effect; nearly all actives have a fitted effect of over 65% in size
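Rescue of yeast growth: cells expressing toxic alpha-synuclein, induced in galactose at OD600 0.02, incubated with compound 24 h at 30 C. ATP luminescence quantified growth; inhibitors of toxicity appear as activators.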
EPAC2 ag: activates human EPAC2 exchange factor; Q8WZA2; 360,000 compounds, 0.079% hits; AID 720711; EPAC2 activation, biochemical qHTS; response scale: 100% = 6.5 mM cAMP response; Potency, µM (doses to about 154 µM), for the others: at the top dose activation, usual class: activators; also: potency is read from the fitted curve at half-maximal effect; nearly all actives have a fitted effect of over 50% in size
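EPAC2 (100 nM) mixed with Rap1B loaded with BODIPY-GDP (250 nM) plus 50 uM unlabeled GDP; compounds pinned in, 5 min RT, then read every 5 min for 30 min (ex 480, em 540 nm). Normalized to cAMP control.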
EPAC2 antagonist: antagonists of human EPAC2; Q8WZA2; EPAC2 GEF exchange of Rap1B-BODIPY-GDP, fluorescence; Potency, µM (series often up to 114 µM), for the others: at the highest dose activity, negative = inhibition, hits mostly inhibitors; 360,000 compounds, 0.18% hits; AID 720708; also: potency is read from the fitted curve at half-maximal effect; % is scaled to controls: 0 for no effect and ±100 for the full control effect; nearly all actives have a fitted effect of over 45% in size; many of its hits are not listed in these tables
DRD3 agonist: agonists of human D3 dopamine receptor | D3R DiscoveRx beta-arrestin cells, luminescence, 90 min | max activation, % | 410,000 compounds, 0.58% hits | AID 652048; in the data active = max activation above about 30%; also: 0% is about no effect; mostly tested at two doses, the higher about 12 µM
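Agonist-mode cell screen: cells plated at 1500/well and incubated overnight at 37 °C, then exposed to library compounds for 90 min at 37 °C. Detection reagent was added for 30–60 min at room temperature, and luminescence was read.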
TDP-43 yeast inh: inhibitors of TDP-43 toxicity in yeast; TDP-43 expressing yeast growth rescue, BacTiter-Glo, 24 h; Potency, µM (series often up to 46.1 µM), for the others: at the highest dose growth rescue (activation), actives largely listed as activators; 410,000 compounds, 1.8% hits; also: potency is read from the fitted curve at half-maximal effect; % of control where 0% means no effect; nearly all actives have a fitted effect of over 50% in size
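Yeast cells expressing TDP-43 under galactose induction are exposed to compounds for 24 hr at 30 deg C. BacTiter-Glo luminescence measures growth, so protective compounds score as activators.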
Active calls of the source: *; ? = inconclusive; nt = not tested or not shown; & = joins results of further samples; [ ] = another dose, or the depositor's remark. Unless noted, calls follow the shape of the dose curve; as a rule, active = well fitted curve in the direction sought with a large enough effect; inconclusive = small, poorly fitted or top-dose-only effect, or another doubt; inactive = no such curve, though single readings can be large; an effect the other way counts as inactive or inconclusive. These rows are one share of the data; rates above refer to the full screens.

Fields: FUS yeast rescue	D3 antag	Abeta rescue	aSyn rescue	EPAC2 ag	EPAC2 antagonist	DRD3 agonist	TDP-43 yeast inh
#1 COC(=O)C(NC(=O)c1ccco1)(Nc1ccc(Br)cn1)C(F)(F)F (stereo not given)
    -10.9%	-12.0	3.4%	6.9%	-0.8%	0.8%[57.1 µM]	0.6	-2.1%
#2 COc1ccc(S(=O)(=O)Nc2cccc(S(=O)(=O)NC3=NCCC3)c2)cc1[N+](=O)[O-]
    4.4%	-28.3	0.0%	0.6%	9.4%	20.3%	-24.2	-10.3%
#3 O=C(Nc1ccc(S(=O)(=O)Nc2ncccn2)cc1)c1cncc(Br)c1
    ?	-0.9	-7.9%	-4.8%	9.3%	-9.6%	-5.6	-9.5%
#4 CC1CC1C(=O)OCC(=O)c1c(N)n(C)c(=O)n(C)c1=O (stereo not given)
    -2.4%	-2.8	5.7%	-1.5%	6.1%	4.3%	3.1	18.8%
#5 Cc1cccc(C(=O)Nc2ccccc2-c2nc(-c3ccccc3)no2)c1
    -8.6%	nt	-10.9%	nt	nt	nt	-2.3	0.0%
#6 CNC(=O)CSc1nc2nc(C)cc(C)n2n1
    ?	14.1	1.2%	-4.5%	1.0%	-12.8%	4.1	-5.5%
#7 Cn1c(=O)n(CCc2ccccc2)c(=O)c2c1ncn2Cc1ccccc1
    29.4%	31.4	16.2%	-19.4%	-3.6%	-1.9%	17.7	10.5%
#8 CCOC(=O)c1ccccc1NC(=O)COC(=O)C(CC(C)C)NC(N)=O (stereo not given)
    10.7%	1.3	-2.8%	-0.6%	1.1%	-11.7%	3.0	0.0%
#9 COc1ccc(OC)c(NC(=O)COC(=O)c2ccc(OC)c(S(=O)(=O)N3CCOCC3)c2)c1
    7.3%	7.6	-0.9%	-0.7%	1.0%	1.1%	0.1	18.6%
#10 CC(=O)c1ccc(OC2(C)CCN(CCOc3ccc(C)cc3)C2)cc1 (stereo not given)
    -7.6%	-17.9	-17.4%	-2.1%	9.6%	?	48.2*	-2.6%

(list continues)
Fields: FUS yeast rescue	D3 antag	Abeta rescue	aSyn rescue	EPAC2 ag	EPAC2 antagonist	DRD3 agonist	TDP-43 yeast inh
#11 Cc1cc(-c2ccc(C(C)C)c(S(=O)(=O)N3CCC(C)CC3)c2)on1
    11.7%	0.0	?	27.7%	3.6%	?	1.2	14.6%
#12 CC(=O)NCCC(=O)Nc1cc(S(=O)(=O)N2CCCCC2)ccc1N1CCCCC1
    5.7%	-2.5	-19.9%	0.9%	-0.5%	12.4%	-5.1	-3.7%
#13 COc1ccc(NC(=O)c2c(NCc3ccc(N(C)C)cc3)sc3c2CCC3)cc1
    44.4%	nt	2.5%	nt	nt	nt	8.1	25.0%
#14 NC(=O)COc1ccccc1/C=C1/SC(=O)N(CC(=O)N2CCc3ccccc3C2)C1=O
    nt	-9.1	6.9%	0.3%	6.5%	-6.1%	-3.9	2.7%
#15 O=C(O)CCSc1nnc(COc2ccc([N+](=O)[O-])cc2)n1-c1ccccc1
    -11.7%	14.3	2.1%	4.8%	4.3%	-3.2%	1.4	5.3%
#16 CCOC(=O)N1CCN(C(=O)CSc2ccc(-c3ccncc3)nn2)CC1
    5.1%	5.1	-6.5%	-8.6%	0.8%	0.2%	0.2	-19.1%
#17 O=C(COC(=O)c1ccc2c(c1)OCCO2)NCc1ccccc1
    11.5%	10.8	-0.4%	-9.4%	-8.8%	4.8%	3.0	7.4%
#18 COc1ccccc1C(=O)Nc1c(C(=O)N(C)Cc2ccccc2)sc2nc(C)c(Cl)c(C)c12
    30.2%	nt	-36.1%[inhibitor]	nt	nt	nt	3.7	?
#19 COc1ccc(OC)c(NC(=O)c2nc(S(=O)(=O)Cc3ccccc3)ncc2Cl)c1
    ?	-104.1*	-8.5%	-3.7%	5.8%	-2.4%	-37.5	-0.7%
#20 CCC(=O)N1c2ccccc2CC1C(=O)NCc1ccccc1C (stereo not given)
    -13.6%	nt	-2.2%	nt	nt	nt	-7.8	22.8%

More results:
Fields: FUS yeast rescue	D3 antag	Abeta rescue	aSyn rescue	EPAC2 ag	EPAC2 antagonist	DRD3 agonist	TDP-43 yeast inh
#21 COc1cccc(NC(=O)Cn2nc(-c3ccncc3)ccc2=O)c1
    10.6%	nt	-4.3%	nt	nt	nt	0.8	14.9%
#22 O=C(CSc1nc2c([nH]c3ccccc32)c(=O)n1-c1ccccc1)c1ccccc1
    5.2%	nt	-14.2%	nt	nt	nt	-11.2	-9.6%
#23 Cc1cc2nc(C)n(CCCNC(=O)Nc3cccc4ccccc34)c2cc1C
    13.8%	19.1	8.5%	4.0%	-6.9%	-2.2%	-3.3	24.9%
#24 CC(OC(=O)c1cc2sccc2n1C)C(=O)NCc1ccco1 (stereo not given)
    7.2%	-10.5	-60.8%[inhibitor]	6.9%	5.0%	-2.2%	-5.2	-31.0%[inhibitor]
#25 Cc1ccc(CCNC(=O)c2ccc(CSCc3ccccc3Cl)o2)cc1
    36.1%	nt	17.1%	nt	nt	nt	-2.7	3.5%
#26 Cc1cc(C)n(-c2nc(NC(C)(C)C)nc(NC(C)(C)C)n2)n1
    -5.8%	-62.3*	?	0.5%	2.0%	5.8%	-14.4	4.6%
#27 Cc1ccc(-n2nc3c(c2NC(=O)c2ccc(Br)o2)CSC3)c(C)c1
    49.1%	-9.9	4.8%	1.5%	5.0%	-0.6%	7.2	-3.4%
#28 Cc1ccc(CSCC(=O)N2CCN(c3ccc(F)cc3)CC2)cc1
    8.7%&6.1%	-14.6	16.7%&10.1%	10.1%	2.4%	-5.7%	6.7&-12.9	26.0%&-2.6%
#29 Cc1ccc(C)c(N2CCN(C(=O)c3ccc(N4CCCC4=O)cc3)CC2)c1
    20.4%	19.5	-3.8%	2.4%	-9.6%	-18.0%	5.0	20µM*
#30 CCN1CCN(CCCNC(=O)c2ccc3c(c2)NC(=O)c2ccccc2S3)CC1
    -15.9%	-26.6	-6.9%	-1.8%	10.8%	8.4%	-3.8	-7.7%

Next results follow.
Fields: FUS yeast rescue	D3 antag	Abeta rescue	aSyn rescue	EPAC2 ag	EPAC2 antagonist	DRD3 agonist	TDP-43 yeast inh
#31 Cc1cccc(NC(=S)NNC(=O)c2ccc(Br)o2)c1
    24.9%	31.9	6.1%	2.9%	-4.4%	7.1%	-2.5	13.8%
#32 Cc1ccc(-c2nnc(SCc3ccc(C#N)cc3)n2Cc2ccco2)cc1
    16.5%	?	-9.6%	6.4%	18.8%	-2.1%	-19.9	26.9%
#33 N/C(CSc1ccc(Cl)cc1)=N\NC(=O)c1ccncc1
    1.4%	-13.8	7.4%	7.2%	16.9%	4.9%	3.3	-4.4%
#34 CCC/C=C(\CCC)C(NC(=O)c1ccc(C(=O)OC)cc1)c1ccc(C(=O)OC)cc1 (stereo not given)
    7.9%	-1.2	3.9%	1.0%	0.3%	-17.4%	-13.6	0.5%
#35 COc1ccc(C2C=C(c3ccccc3)Nc3nc(NC(C)=O)nn32)cc1 (stereo not given)
    -6.5%	nt	-24.0%	nt	nt	nt	1.4	0.0%[9.22 µM]
#36 O=C(NCC(O)c1ccccc1)c1cccc(S(=O)(=O)N2CCOCC2)c1 (stereo not given)
    -5.5%	-4.8	26.1%	2.3%	11.8%	-2.6%	-3.5	11.5%
#37 CC(=O)C1=C(O)C(=O)N(C2CCCCC2)C1c1ccccc1 (stereo not given)
    11.9%	-17.1	-3.3%	-10.2%	?	10.3%[57.1 µM]	5.0	-30.0%[inhibitor]
#38 Cc1ccc(C)c(NC(=O)CN(C)C(=O)COc2ccc3ccccc3c2)c1
    20.5%	24.0	1.3%	1.6%	2.1%	12.1%	-3.6	3.3%
#39 CCOC(=O)c1c(C2COc3ccccc3O2)csc1NC(=O)c1ccccc1 (stereo not given)
    5.5%	-7.8	2.3%	-0.9%	3.8%	0.0%	33.2*	-7.2%
#40 CCOC(=O)CCCN1CC(O)=C(c2nc(-c3ccc(Cl)cc3)cs2)C1=N
    11.0%	8.3	8.3%	-2.7%	-6.3%	4.9%	2.8	8.3%[9.22 µM]

The last three entries of the part before open the next one.
Fields: FUS yeast rescue	D3 antag	Abeta rescue	aSyn rescue	EPAC2 ag	EPAC2 antagonist	DRD3 agonist	TDP-43 yeast inh
#38 Cc1ccc(C)c(NC(=O)CN(C)C(=O)COc2ccc3ccccc3c2)c1
    20.5%	24.0	1.3%	1.6%	2.1%	12.1%	-3.6	3.3%
#39 CCOC(=O)c1c(C2COc3ccccc3O2)csc1NC(=O)c1ccccc1 (stereo not given)
    5.5%	-7.8	2.3%	-0.9%	3.8%	0.0%	33.2*	-7.2%
#40 CCOC(=O)CCCN1CC(O)=C(c2nc(-c3ccc(Cl)cc3)cs2)C1=N
    11.0%	8.3	8.3%	-2.7%	-6.3%	4.9%	2.8	8.3%[9.22 µM]
#41 COC(=O)c1c(C)[nH]c(C=O)c1-c1ccccc1
    16.3%	-3.6	2.1%	-1.1%	1.9%	-1.8%	3.6	25.6%
#42 COc1ccc(CS(=O)(=O)CC2(O)CCN(C(=O)c3cccc(C(F)(F)F)c3)CC2)cc1
    2.6%	3.2	-2.0%	-0.2%	-3.7%	7.7%	-0.8	-6.5%[9.22 µM]
#43 O=C(NC(=S)NCCc1ccccc1)c1cccc(Cl)c1
    12.0%	?	?	-11.9%	23.1%	-16.9%	-5.7	?
#44 CCc1ccc(N2C(=O)/C(=C/c3cccs3)N(CC(=O)OC)C2=S)cc1
    4.9%	-16.0	-0.3%	-2.4%	-0.4%	-3.7%	-11.2	-10.3%
#45 CN(C1CCCCC1)S(=O)(=O)c1cc2c3c(c1)CCN3C(=O)CC2
    -2.5%	3.3	-16.1%	-0.8%	-0.5%	2.0%	10.2	-3.0%
#46 Cc1nc(Nc2ccncc2)c2oc3ccccc3c2n1
    19.9%	-12.2	-11.9%	0.3%	-0.1%	8.3%	0.0	-23.2%
#47 Cc1cccc(OCCCC(=O)N2CCCCCC2)c1C
    -4.2%	0.1	-6.6%	1.6%	-1.2%	-18.9%	0.1	?
#48 CCc1ccccc1NC(=O)CN(C)C(=O)CSc1nn(-c2ccccc2)c(=S)s1
    nt	18.8	-6.2%	-2.0%	3.6%	23.3%	1.4	-13.5%
#49 Cc1cc[n+](C(C)C(=O)c2ccc(Cl)cc2)cc1 (stereo not given)
    -1.7%	?	-0.5%	-1.0%	1.7%	-4.3%	-13.2	-0.2%
